# Screening results (PubChem)
# POLH inh = DNA polymerase eta (human) inhibition | AID 588591 | 390,000 tested, 1.2% active | Q9Y253 | Potency, µM (series often up to 114 µM), for the others: at the highest dose activity change, negative = inhibition, most hits filed as inhibitors | recombinant Pol eta, fluorescent DNA replication assay; further: potency means the concentration at half of the fitted maximal effect; on the % scale 0 is the no-effect control and ±100 the full control effect
#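 Pol eta (10 nM) was preincubated with compounds for 15 min at room temperature, after which fluorescent replication substrate (50 nM final) was added to start the reaction. Fluorescence was read kinetically at 0 and 10 min.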
# POLK inh = inhibitors of human DNA polymerase kappa; Q9UBT6; purified Pol kappa, fluorescent DNA synthesis assay, 10 min; Potency, µM (series often up to 107 µM), inactives show top-dose activity, negative = inhibition, hits mostly inhibitors; 400,000 tested, 0.53% active; further: potency means the concentration at half of the fitted maximal effect; on the % scale 0 is the no-effect control and ±100 the full control effect
#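 Kinetic fluorescence readout at 0 and 10 min followed reaction start with substrate at 50 nM final. Beforehand, enzyme (10 nM Pol kappa) stood 15 min with compound at room temperature; buffer-only wells were negative controls.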
# Anesthetic bind = candidate novel general anesthetic via apoferritin binding; P02791; apoferritin/1-aminoanthracene competitive binding, fluorescence; 350,000 tested, 0.074% active; Potency, µM (highest dose often 77.5 µM), inactives show at the highest dose activity change, negative = displacement, actives largely listed as inhibitors; further: potency means the concentration at half of the fitted maximal effect; on the % scale 0 is the no-effect control and ±100 the full control effect; nearly all actives have a fitted effect of over 20% in size
# Target sequence (P02791 2-175 limits assumed): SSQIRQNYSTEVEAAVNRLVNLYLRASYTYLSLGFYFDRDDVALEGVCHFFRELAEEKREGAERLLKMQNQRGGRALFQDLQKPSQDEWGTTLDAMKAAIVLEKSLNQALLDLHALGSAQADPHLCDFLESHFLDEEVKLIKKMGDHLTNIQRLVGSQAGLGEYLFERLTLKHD
#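 Horse-spleen apoferritin (10 uM) was mixed with 50% saturated 1-aminoanthracene in PBS, exposed to compounds for 10 min at room temperature, and read for fluorescence (ex 380 nm, em 535 nm). Competitive displacement was fitted with a four-parameter Hill equation.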
# APE1 inh = inhibitors of human APE1 endonuclease; recombinant APE1, TAMRA/BHQ-2 abasic DNA cleavage fluorescence; Potency, µM (doses to about 65.8 µM), inactives show at the highest dose activity change, negative = inhibition, hits mostly inhibitors; 350,000 tested, 0.35% active; AID 2517;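 further: potency means the concentration at half of the fitted maximal effect; plate controls were vehicle for no effect and reference inhibitor for full effect; nearly all actives have a fitted effect of over 55% in size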
# Target sequence (P27695 whole entry, looked up): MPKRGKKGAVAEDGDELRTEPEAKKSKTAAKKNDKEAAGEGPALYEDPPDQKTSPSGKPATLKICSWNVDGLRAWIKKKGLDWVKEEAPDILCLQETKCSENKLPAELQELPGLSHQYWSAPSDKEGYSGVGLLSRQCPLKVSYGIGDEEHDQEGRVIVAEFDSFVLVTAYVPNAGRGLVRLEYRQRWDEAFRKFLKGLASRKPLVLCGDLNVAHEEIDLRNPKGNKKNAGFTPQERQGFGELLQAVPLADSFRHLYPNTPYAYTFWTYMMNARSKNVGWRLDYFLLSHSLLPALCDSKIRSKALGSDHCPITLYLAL
#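 Readout is kinetic fluorescence (ex 525, em 598 nm) from cleavage of 50 nM TAMRA/BHQ-2 THF abasic duplex by 0.75 nM APE1, compound added 15 min beforehand at RT.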
# RXFP1 antag = RXFP1 (human) relaxin receptor antagonism; activity change, negative = inhibition, % at 57.5 µM; HEK293-RXFP1, relaxin-stimulated cAMP HTRF, 30 min; stronger effect = lower value; 350,000 tested, 0.59% active;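 active means activity change of -60% or lower, but not beyond a set lower limit; inconclusive means change between -60% and -40%, or beyond the set limit; inactive means change above -40%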; further: on the % scale 0 is the no-effect control and ±100 the full control effect
# POLB inh = inhibitors of human DNA polymerase beta; P06746; Pol beta primer extension/strand displacement, fluorescence kinetic; Potency, µM (top dose mostly 114 µM), for the others: top-dose activity change, negative = inhibition, hits mostly inhibitors; 340,000 tested, 1.3% active; further: potency means the concentration at half of the fitted maximal effect; on the % scale 0 is the no-effect control and ±100 the full control effect
#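 Pol beta (10 nM) was preincubated with compound for 15 min at room temperature. The reaction was then started with 50 nM substrate and read immediately and after a further 10 min at room temperature.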
# PGK inhibitor = T. brucei PGK inhibition. PGK/GAPDH coupled, Kinase-Glo luminescence, 60 min. 380,000 tested, 0.043% active. P07378. Potency, µM (doses to about 57.5 µM), for the others: at the highest dose activity change, negative = inhibition, actives largely listed as inhibitors; further: potency means the concentration at half of the fitted maximal effect; on the % scale 0 is the no-effect control and ±100 the full control effect; nearly all actives have a fitted effect of over 60% in size
# Target sequence (P07378 whole entry, looked up): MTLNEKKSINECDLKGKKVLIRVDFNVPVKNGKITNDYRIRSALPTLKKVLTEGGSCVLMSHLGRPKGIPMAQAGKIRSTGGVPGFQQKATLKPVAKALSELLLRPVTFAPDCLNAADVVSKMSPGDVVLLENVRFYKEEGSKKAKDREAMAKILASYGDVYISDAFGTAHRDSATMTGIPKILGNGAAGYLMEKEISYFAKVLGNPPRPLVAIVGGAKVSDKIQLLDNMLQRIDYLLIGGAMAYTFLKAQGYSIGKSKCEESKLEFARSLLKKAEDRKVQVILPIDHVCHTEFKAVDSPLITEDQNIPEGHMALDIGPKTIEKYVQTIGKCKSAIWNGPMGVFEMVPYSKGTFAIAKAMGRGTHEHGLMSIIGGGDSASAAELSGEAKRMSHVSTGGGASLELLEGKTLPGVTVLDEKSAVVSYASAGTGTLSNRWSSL
#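 Recombinant glycosomal PGK reaction used 1,3-bisphosphoglycerate generated in-well by GAPDH (100nM final) in 100mM TEA pH 7.6, 5mM MgCl2, 0.01% Tween-20. After 60 minutes at room temperature, ATP was read by Kinase-Glo Plus luminescence end-point.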
# Pol iota inh = DNA polymerase iota (human) inhibition; Pol iota fluorescent replication assay, 10 min; Q9UNA4; Potency, µM (top dose mostly 115 µM), without a hit: top-dose activity, negative = inhibition, actives largely listed as inhibitors; 390,000 tested, 1% active; further: potency means the concentration at half of the fitted maximal effect
#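 Pol iota at 10 nM preincubated 15 min with compounds at room temperature; reaction started with fluorescent substrate, 50 nM final. Fluorescence read kinetically at 0 and 10 min; buffer-only wells as negative control.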
# BLM inh = Bloom syndrome helicase (human) inhibition | P54132 | recombinant BLM DNA unwinding, fluorescence dequenching | Potency, µM (top dose mostly 56.1 µM), without a hit: top-dose activity change, negative = inhibition, usual class: inhibitors | 350,000 tested, 0.2% active | AID 2528;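 further: potency means the concentration at half of the fitted maximal effect; plate controls were vehicle for no effect and no enzyme for full effect; nearly all actives have a fitted effect of over 35% in size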
# * = called active by the depositor; i = inactive; ? = inconclusive; · = no result given; [ ] = remark or other dose. Unless noted, the call rests on the fitted dose curve; in most records, active means well fitted curve in the direction sought with a large enough effect; inconclusive means small, poorly fitted or top-dose-only effect, or another doubt; inactive means no such curve, though single readings can be large; an effect the other way counts as inactive or inconclusive.
SMILES,POLH inh,POLK inh,Anesthetic bind,APE1 inh,RXFP1 antag,POLB inh,PGK inhibitor,Pol iota inh,BLM inh
Cc1cc(NS(=O)(=O)c2ccc(NC(=O)COc3ccc(Cl)cc3Cl)cc2)no1,7.8%,-16.2%,-7.0%,19.8%,-14.5,?,-2.1%,9.4%,-4.7%
CC(=O)N1N=C(c2ccc3ccccc3c2)OC12CCCC2,-23.9%,4.9%,-8.8%,?,-8.2,11.8%,2.7%,35.7%[activator],-6.9%
Cc1ccc(-c2cc(C(=O)N3CCCc4ccccc43)no2)cc1,-17.1%,7.5%,-19.7%,11.0%,-30.0,28.7%,i,32.9%[activator],-6.4%
N#C/C(=C\c1cc2c(cc1Br)OCO2)C(=O)NCC1CCCO1 (stereo not given),-7.4%,-7.9%,2.7%,-3.7%,-8.8,1.7%,16.5%,23.8%,1.4%
CN(C)Cc1ccccc1-c1nc(NCc2ccccc2)c2ccccc2n1,·,-2.4%[60.1 µM],-21.3%,-1.6%,·,·,·,·,64.6%[activator]
C=CC(=O)NCCCc1cc(C(C)(C)C)c(O)c(C(C)(C)C)c1,-17.6%,-8.2%,-15.4%,-2.6%,-31.6,-0.4%,5.3%,48.5%[activator],1.7%
O=C(Nc1ccc(NS(=O)(=O)c2ccccc2)c(Cl)c1)c1ccccc1,-17.6%,-2.1%,·,·,-27.9,·,i,17.8%,·
Cc1ccnc(NS(=O)(=O)c2ccc(NC(=O)c3snnc3C)cc2)n1,-2.3%,-3.3%,0.8%,16.2%,-11.4,-0.5%,-0.7%,11.8%,-0.2%
O=C(NNC(=O)c1ccc2ccccc2c1O)Nc1ccc(F)cc1,-21.2%,-17.1%,-6.7%,30.2%,10.0,0.2%,-2.2%,26.8%,-4.8%
Cc1noc(C)c1C(=O)OCC(=O)c1cc(C)n(Cc2ccccc2Cl)c1C,-10.9%,-8.6%,44.0%[activator],11.4%,-7.0,19.0%,-1.7%,6.5%,-8.4%
Cc1nc2ccccn2c(=O)c1NC(=O)c1cccs1,-8.5%,-1.7%,·,-7.2%,-8.3,·,-8.6%,40.9%[activator],·
Cc1[nH]c2ccc(OCc3ccccc3)cc2c1CCN1C(=O)OC(C)(C)C1(C)O (stereo not given),-12.7%,-16.1%,-8.8%,3.7%,-2.4,12.4%,5.4%,0.1%,-8.3%
CCN(CC)S(=O)(=O)c1ccc(/C=C/C(=O)OCC(=O)Nc2ccc(C(N)=O)cc2)cc1,-0.3%,-11.6%,-12.8%,-4.6%,-20.7,0.5%,-0.2%,105.9%[activator],0.0%
Cc1ccc(S(=O)(=O)Nc2ccc3ncccc3c2)cc1,-14.5%,-18.4%,-20.6%,-4.0%,9.1,27.9%,-0.7%,9.0%,1.7%
COc1cc(CCCN2C(=S)NC[C@@H]2Cc2ccccc2)cc(OC)c1OC,-18.6%,9.7%,-10.9%,2.9%,·,-1.2%,-3.6%,15.5%,-9.5%
Cc1cc(C)n(/N=C/c2cc([N+](=O)[O-])ccc2O)c(=O)c1,-8.6%,1.2%,-9.3%,?,-4.5,?,-4.3%,-4.8%,-0.4%
O=C1C2C3CCC(C3)C2C(=O)N1CNc1ccc(F)cc1 (stereo not given),-20.6%,-5.9%,?,-4.1%,4.1,?,-0.5%,25.4%,-1.8%
COC(=O)c1cc2oc3ccccc3c2n1Cc1c(C)cc(C)cc1C,·,1.2%,1.0%,·,5.1,2.8%,·,12.4%,-8.9%
O=[n+]1cc(-c2ccc(F)cc2)n([O-])c2c1CCC2,-11.3%,-24.2%,-6.3%,-6.9%,-2.9,12.4%,-3.6%,3.4%,-0.8%
O=C(Nc1ccc(NC(=O)c2cccs2)cn1)c1ccco1,7.5%,-11.8%,-9.2%,-8.7%,2.5,-8.4%,-5.9%,-3.7%,-1.2%
O=C(O)C1CCCCC1C(=O)Nc1ccccc1Cl (stereo not given),-10.6%,-0.5%,?,0.3%,-4.3,32.0%,6.3%,17.3%,-0.8%
CC(NC(=O)Cn1c(NCCO)nc2ccccc21)C1CC2CCC1C2 (stereo not given),1.8%,-3.9%,-4.8%,9.6%,3.7,3.8%,i,?,0.9%
CCOc1ccc(CONS(=O)(=O)c2ccc(NC(C)=O)cc2)cc1Cl,-20.5%,0.3%,-5.9%,-4.7%,?,-2.5%,-7.3%,2.9%,-4.8%
CC1(C)C[C@@H]2C[C@@](C)(CN2C(=O)c2ccccc2)C1,-6.9%,-5.4%,-21.9%,-1.2%,-0.4,24.1%,-6.2%,4.9%,-6.0%
C/C(=N/NS(=O)(=O)c1cccc([N+](=O)[O-])c1)c1ccncc1,-11.4%,-12.3%,-3.3%,26.4%,10.9,-0.1%,-0.9%,15.1%,-0.9%
CCN(C(=O)C(C)OC(=O)c1nn(-c2ccccc2C(F)(F)F)cc1O)c1ccccc1 (stereo not given),-9.0%,-7.1%,·,-1.9%,-2.1,·,-9.7%,-0.4%,·
COc1ccc(NC(=O)CSc2nc(C)c3c(c2C#N)CCCC3)cc1,-12.3%,-0.1%,-14.2%,0.2%,-4.1,-3.2%,10.6%,4.4%,-4.0%
CCCOc1ccc(-c2nn(-c3ccccc3)cc2/C=C2\SC(N)=NC2=O)cc1C,-14.1%,-9.8%,-0.1%,1.8%,-7.5,8.1%,-9.1%,-2.4%,-1.4%
Cc1nc(-n2nc(C)c(Cc3ccc(Cl)cc3)c2C)sc1C(=O)N1CCC(C)CC1,-10.1%,-1.0%,-0.2%,·,-3.4,15.5%,2.1%,0.2%,-6.6%
Cc1ccc(OCC(=O)Nc2nnc(SCc3cc(=O)c4ccccc4[nH]3)s2)cc1C,-4.8%,-7.8%[60.1 µM],-6.9%,·,-6.7,4.9%,i,-0.5%,-1.8%
Cc1cccc(N2CCN(C(=S)NCc3ccco3)CC2)c1C,-12.2%,-5.6%,-17.3%,-2.4%,-13.1,?,-3.5%,-51.6%,-1.3%
O=C(O)CCC(=O)NCCc1cccc(Cl)c1,-8.0%,-5.7%,-5.3%,-9.1%,5.1,-24.9%,2.6%,49.2%[activator],-4.3%
COc1ccc(CCNC(=O)NC23CC4CC(CC(C4)C2)C3)cc1,-16.4%,-6.9%,?,0.3%,-11.4,-21.7%,·,3.5%,1.4%
Cc1ccc(C(=O)N2CCCC(c3ccccc3)=N2)cc1,-1.6%,4.8%,-13.4%,18.1%,-1.8,25.5%,-1.0%,-7.0%,-3.8%
CNC(=O)NC(=O)CSc1nnc(C(F)(F)F)n1C,-10.2%,-9.5%,-1.9%,3.1%,9.4,25.4%,-2.4%,16.0%,-0.5%
CCN(CC)C(=O)c1sc2c(c1C)c(=O)n(CCc1ccccc1)c(=O)n2Cc1cccc(Cl)c1,-7.9%,-0.2%[60.1 µM],99.8%[activator],·,-15.6,21.0%,-2.4%,3.1%,-8.8%
COc1ccc2nc(NC(=O)CSc3nnc(-c4ccoc4C)n3C)sc2c1,-11.6%,5.0%,?,-9.0%,-2.2,-29.0%,-1.4%,32.9%[activator],-6.3%
CC(=O)N1CCc2cc(S(=O)(=O)CCC(=O)Nc3ccc(Cl)cc3F)ccc21,7.5%,-3.5%,-0.1%,20.3%,-1.5,6.5%,-5.9%,2.0%,-6.4%
CC(=O)c1ccc(OCc2cc(C(=O)N(C)Cc3nc4c(C)cccc4[nH]3)no2)cc1,-22.1%,-8.2%,-17.1%,-3.5%,-5.8,22.0%,5.0%,20.6%,-0.8%
CN(C(=O)CCc1nnc(-c2ccc(-c3ccccc3)cc2)o1)C1CCOCC1,-17.2%,-0.8%,-8.6%,5.2%,5.3,12.1%,-4.9%,23.8%,-5.7%
Cc1ccc(NC(=O)c2sc3ncn(CC(=O)N4CCN(c5ccccn5)CC4)c(=O)c3c2C)cc1F,-4.8%,-3.6%,-19.8%,54.3%[activator],-21.0,26.6%,-6.1%,-3.5%,-3.3%
CCc1ccc(NC(=O)C2CCN(S(=O)(=O)c3c(C)noc3/C=C/c3cccs3)CC2)cc1,-8.9%,5.6%,-9.9%,·,1.7,-2.1%,-6.9%,9.5%,-1.1%
O=C(O)c1ccc2c(c1)OCCCO2,-7.7%,1.4%,1.8%,9.7%,-5.1,4.6%,6.1%,18.7%,3.0%
C(#Cc1ccccc1)C[N+]1(CC#Cc2cccc3ccccc23)CCOCC1,3.9%,-8.4%,-17.3%,-9.6%,13.7,?,0.6%,5.2%,160.6%[activator]
COc1ccccc1-c1cc(C(F)(F)F)nc(S(=O)(=O)CCCC(=O)NCc2ccc(F)cc2)n1,-3.2%,-2.1%,-18.1%,-5.5%,-12.7,-0.7%,-10.9%,130.1%[activator],-7.6%
CC[C@@]1(C(=O)OC)N[C@H](CN(C)S(=O)(=O)c2ccc(-c3ccccc3)cc2)[C@@H]2C(=O)N(C)C(=O)[C@@H]21,-17.0%,15.1%,·,-16.6%,·,·,i,-3.5%,·
CCCN(CCC)C(=O)Cn1c(=O)n(-c2cccc(C(F)(F)F)c2)c(=O)c2c(C)c(C)sc21,·,3.4%,-3.5%,·,-4.1,-14.6%,·,13.9%,-7.8%
COC(=O)C(NS(=O)(=O)c1ccccc1Cl)c1ccccc1 (stereo not given),-14.1%,2.4%,-12.2%,1.7%,-4.2,13.0%,i,10.8%,-0.2%
CC(=O)Nc1ccc(NC(=O)C2CC(=O)N(c3ccc(Cl)cc3)C2)cc1 (stereo not given),-16.7%,0.6%,-4.5%,18.3%,-12.2,?,-2.1%,20.0%,-4.5%

# Some of these compounds in order of their number in Pol iota inh, rising.
SMILES,POLH inh,POLK inh,Anesthetic bind,APE1 inh,RXFP1 antag,POLB inh,PGK inhibitor,Pol iota inh,BLM inh
CC[C@@]1(C(=O)OC)N[C@H](CN(C)S(=O)(=O)c2ccc(-c3ccccc3)cc2)[C@@H]2C(=O)N(C)C(=O)[C@@H]21,-17.0%,15.1%,·,-16.6%,·,·,i,-3.5%,·
COC(=O)C(NS(=O)(=O)c1ccccc1Cl)c1ccccc1 (stereo not given),-14.1%,2.4%,-12.2%,1.7%,-4.2,13.0%,i,10.8%,-0.2%
CC(=O)Nc1ccc(NC(=O)C2CC(=O)N(c3ccc(Cl)cc3)C2)cc1 (stereo not given),-16.7%,0.6%,-4.5%,18.3%,-12.2,?,-2.1%,20.0%,-4.5%

# This is a subset; the hit share may differ from the screen's.
